# Compound activity (PubChem BioAssay)
# RAD52 inh – inhibitors of human RAD52 DNA annealing. inhibition, % at 18.7 µM. P43351. AID 651710. 360,000 tested, 0.46% active. recombinant RAD52 DNA annealing, FRET fluorescence;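 active = every replicate showing at least 50% inhibition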
# ERp5 inh – ERp5 (human) disulfide isomerase inhibition; inhibition, % at 9.99 µM; 350,000 tested, 0.05% active; ERp5 insulin aggregation, absorbance 650 nm, 90 min; AID 651711;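 active = mean replicate inhibition above about 25%, with every replicate also reaching it, limit read from the data, passing the limit was not always enough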
# Target sequence (Q15084 whole entry, looked up): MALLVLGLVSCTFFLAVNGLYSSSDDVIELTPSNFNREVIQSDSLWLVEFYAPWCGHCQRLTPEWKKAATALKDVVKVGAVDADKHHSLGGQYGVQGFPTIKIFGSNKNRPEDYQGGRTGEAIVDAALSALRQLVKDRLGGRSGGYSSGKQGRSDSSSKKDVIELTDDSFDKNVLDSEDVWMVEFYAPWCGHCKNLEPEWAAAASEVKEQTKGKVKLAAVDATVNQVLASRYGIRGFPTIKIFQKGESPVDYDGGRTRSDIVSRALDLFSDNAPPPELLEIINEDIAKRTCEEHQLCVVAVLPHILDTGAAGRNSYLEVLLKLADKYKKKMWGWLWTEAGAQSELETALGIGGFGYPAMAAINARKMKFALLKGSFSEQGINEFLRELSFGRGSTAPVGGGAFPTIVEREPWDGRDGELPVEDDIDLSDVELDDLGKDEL
# S100A4 inh HTS – inhibitors of human S100A4 binding to myosin IIA peptide. AID 652163. 360,000 tested, 0.14% active. S100A4/TAMRA-MyoIIA peptide fluorescence polarization. P26447. inhibition, % at 10.7 µM;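 active = mean inhibition of at least 70% across replicates, with every replicate also reaching that level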
#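 System – human S100A4 monomer protein, biochemical binding assay · Buffer or medium – Calcium-containing HEPES buffer, pH 7.2 · Timing – 5 min between mix addition and reading · Also added – TAMRA-labelled myosin IIA heavy-chain peptide probe, 5 nM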
# ERAP1 inh – inhibitors of human ERAP1 aminopeptidase; Q9NZ08; recombinant ERAP1, Leu-AMC fluorescence, 60 min; inhibition, % at 10.7 µM; 340,000 tested, 0.15% active; AID 652197;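 active = mean replicate inhibition of at least 30%, or all replicates individually reaching that 30% level; inactive = mean below 30% and not every replicate reaching it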;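 note: 0% = neutral control wells and 100% = L-leucinethiol positive control wells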
# RAD54 branch – RAD54 (human) branch migration inhibition; RAD54 Holliday junction branch migration, FAM/BHQ fluorescence; inhibition, % at 10.4 µM; Q92698; 360,000 tested, 0.14% active;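 active = mean normalized replicate activity at least 40 and at least half of replicates scoring 40 or more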;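 note: 0% = median of neutral control wells and 100% = median of positive control wells; inhibitors cause a drop in the FAM fluorescence signal; in these data hits start at about 50%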
# Xi reactivation – X-chromosome reactivation activator. 360,000 tested, 0.055% active. XiGFP mouse fibroblasts, % GFP-positive cells imaging, 3 d; cells co-treated with 5-aza-dC sensitizer; scaled so ellipticine positive control = 100%. activation, % at 7.58 µM. AID 743238;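 active = mean normalized replicate activation at least 10% and every replicate at or above 10%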;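 note: 0% = median of on-plate neutral control wells and 100% = ellipticine 6 µM median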
#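 Material: XiGFP fibroblasts, SV40-immortalized. Buffer or medium: DMEM plus 5-aza-dC sensitizer. Compound: single concentration per compound, delivered by pin transfer. Times: 3 days compound exposure. Controls: ellipticine 6 µM.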
# E-sel inducer – induces E-selectin expression in human endothelial cells. P16581. HUVEC E-selectin immunofluorescence imaging; normalized: neutral wells 0, TNF-alpha wells 100. activation, % at 7.58 µM. 260,000 tested, 0.37% active. AID 686992;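 active = mean E-selectin-positive cell signal at least 10% of the positive control, reached in at least 60% of replicates, without over 20% cell loss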;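 note: in these data hits start at about 27%; measured in HUVEC primary endothelial cells; signal is the percent of cells scored E-selectin positive by PE staining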
# Target sequence (P16581 whole entry, looked up): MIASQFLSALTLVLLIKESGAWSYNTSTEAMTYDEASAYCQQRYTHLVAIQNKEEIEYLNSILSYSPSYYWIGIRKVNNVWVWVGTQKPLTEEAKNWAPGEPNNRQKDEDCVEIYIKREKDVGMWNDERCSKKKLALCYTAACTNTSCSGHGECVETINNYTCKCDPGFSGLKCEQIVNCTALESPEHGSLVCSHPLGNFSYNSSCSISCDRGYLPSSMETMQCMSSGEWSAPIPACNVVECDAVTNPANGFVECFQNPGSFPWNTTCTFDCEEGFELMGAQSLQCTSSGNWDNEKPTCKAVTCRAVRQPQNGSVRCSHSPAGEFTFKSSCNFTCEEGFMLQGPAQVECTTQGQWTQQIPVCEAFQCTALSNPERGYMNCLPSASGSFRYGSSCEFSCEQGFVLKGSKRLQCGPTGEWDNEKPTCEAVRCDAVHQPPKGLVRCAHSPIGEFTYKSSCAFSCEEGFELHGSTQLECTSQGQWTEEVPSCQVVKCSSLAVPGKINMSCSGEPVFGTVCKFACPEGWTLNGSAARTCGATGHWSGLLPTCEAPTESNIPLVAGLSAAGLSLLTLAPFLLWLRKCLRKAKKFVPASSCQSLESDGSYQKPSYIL
#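 Material: HUVEC primary endothelial cells; Amount: 3,000 cells per well; Dosing: single concentration; Medium: EGM-2 growth medium on 0.1% gelatin-coated wells; Read-out basis: percent E-selectin-positive cells; Signal: immunofluorescence imaging; Control set: TNF-alpha, DMSO.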
# esBAF inh – blocks esBAF chromatin remodeling in mouse ES cells; reporter increase, % at 12.5 µM; AID 602393; Bmi1-luciferase knock-in reporter, 24 h; 100% = twice the neutral-well signal; 350,000 tested, 2% active; in the data active = activation above about 40%;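 note: 0% = median of the plate's neutral control wells and 100% = double that signal; a rise in the Bmi1 reporter signal indicates esBAF inhibition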
# Numbers without * were called inactive; . = not tested or not shown; & = joins results of further samples.
# Preview:
smiles,RAD52 inh,S100A4 inh HTS,RAD54 branch,esBAF inh,E-sel inducer,ERAP1 inh,Xi reactivation,ERp5 inh
C[C@H]1CN([C@@H](C)CO)C(=O)c2cc(Br)cnc2O[C@H]1CN(C)C(=O)C1CC1,-4&8,-2&12,-1&-2,-1&3&-6,0.0&3.9,0&1,-0.1&-0.4,2&-2
O=C(NC1CCN(C(=S)NCCc2ccccc2)CC1)C1CCCCC1,-13,-6,.,-7,8.5,.,0.1,-5
COC(=O)[C@@]1(Cc2ccccc2)[C@H]2C(=O)N(Cc3ccccc3)C(=O)[C@H]2[C@H]2CN=C(SCC(=O)c3ccccc3)N21,-32,0,4,5,.,1,0.0,4
C[C@H](CO)N1C[C@H](C)[C@H](CN(C)C)Oc2ccc(NS(=O)(=O)c3ccc(Cl)cc3)cc2CC1=O,-8,3,3,3,.,2,0.5,2
Cc1ccc(S(=O)(=O)NC[C@@H]2CC[C@@H]3[C@@H](CN3Cc3ccccc3C(=O)O)O2)cc1,3,14,.,.,.,1,.,2
CCc1nc(CN(C)C(=O)C2CCC(=O)N(Cc3cccc(F)c3)C2)no1 (stereo unspecified),-12,1,-6,0,.,0,0.1,0

# All compounds of this part, from the first entry:
smiles,RAD52 inh,S100A4 inh HTS,RAD54 branch,esBAF inh,E-sel inducer,ERAP1 inh,Xi reactivation,ERp5 inh
C[C@H]1CN([C@@H](C)CO)C(=O)c2cc(Br)cnc2O[C@H]1CN(C)C(=O)C1CC1,-4&8,-2&12,-1&-2,-1&3&-6,0.0&3.9,0&1,-0.1&-0.4,2&-2
O=C(NC1CCN(C(=S)NCCc2ccccc2)CC1)C1CCCCC1,-13,-6,.,-7,8.5,.,0.1,-5
COC(=O)[C@@]1(Cc2ccccc2)[C@H]2C(=O)N(Cc3ccccc3)C(=O)[C@H]2[C@H]2CN=C(SCC(=O)c3ccccc3)N21,-32,0,4,5,.,1,0.0,4
C[C@H](CO)N1C[C@H](C)[C@H](CN(C)C)Oc2ccc(NS(=O)(=O)c3ccc(Cl)cc3)cc2CC1=O,-8,3,3,3,.,2,0.5,2
Cc1ccc(S(=O)(=O)NC[C@@H]2CC[C@@H]3[C@@H](CN3Cc3ccccc3C(=O)O)O2)cc1,3,14,.,.,.,1,.,2
CCc1nc(CN(C)C(=O)C2CCC(=O)N(Cc3cccc(F)c3)C2)no1 (stereo unspecified),-12,1,-6,0,.,0,0.1,0
NS(=O)(=O)c1ccc(NC(=O)COc2ccc(Cl)cc2)cc1,-17,-2,-1,-6,-0.1,-1,0.9,2
COc1ccc(NC(=O)N(C)C[C@H]2OCCCC[C@H](C)Oc3ccc(NC(=O)C4CCCCC4)cc3C(=O)N([C@H](C)CO)C[C@@H]2C)cc1,-39,6,-4,13,-0.2,3,0.1,5
CCCn1c(-c2ccncc2)n[nH]c1=S,-8,0,.,.,2.6,-1,0.3,-1
O=C(O)c1ccccc1C(=O)c1ccc2c(c1)N(Cc1cccc(F)c1)C(=O)CO2,-14,2,.,3,.,4,0.0,15
C[C@@H]1CN([C@@H](C)CO)C(=O)c2cc(NC(=O)C3CC3)ccc2O[C@@H]1CN(C)S(=O)(=O)c1ccccc1,9,16,13,-4,-0.1,2,0.0,-1
O=c1cc(O)c2ccccc2n1Cc1ccccc1F,-26,-5,.,.,2.9,5,0.0,-4
O=C(NCC[C@H]1CC[C@@H](NC(=O)C2CCCC2)[C@H](CO)O1)c1cc(Cl)cc(Cl)c1,-4,-1,6,3,-0.4,-2,0.1,-4
COc1ccccc1/C=C/C(=O)OCC(=O)N1CCCCC1,-12,-1,6,16,-0.1,0,0.1,-2
CCCNC(=O)N1C[C@@H](O)COC[C@H]2O[C@@H](CC(=O)NCc3ccncn3)CC[C@@H]21,-1,0,5,-3,-0.1,1,-0.1,1
Cc1ccc(Oc2nnc(-c3cccs3)c3ccccc23)cc1,2,-4,.,.,2.9,1,-0.5,4
COc1ccc(NS(=O)(=O)c2cccc(C(=O)NNC(=O)c3cccn3C)c2)cc1,-3,-1,-2,5,-0.1,-1,-0.1,3
Brc1ccc([C@H]2CN3CCSC3=N2)cc1,-10,-3,1,2,-0.4,1,0.0,-2
CC(C)CC#Cc1cnc2c(c1)C(=O)N([C@@H](C)CO)C[C@@H](C)[C@H](CN(C)Cc1ccccc1)O2,15,-12,2,-7,0.0,-1,-1.0,7
CN(Cc1ccc(C(F)(F)F)cc1)C(=O)[C@H]1O[C@@H](n2cnc3c(N)ncnc32)[C@H](O)[C@@H]1O,1,3,-6,-1,-0.1,-4,0.1,4
CCOc1ccc(NC(=O)C(C)O)c(NS(=O)(=O)c2ccc(CCNC(C)=O)cc2)c1 (stereo unspecified),-10,-6,-7,-1,.,-1,.,-1
CCC(=O)Nc1cccc(-c2cc3ccccc3oc2=O)c1,-8,-2,.,.,0.4,2,0.0,-1
CCN1CCN(CC(=O)Nc2ccccc2)C(=O)C1=O,-10,-5,1,-11,1.2,2,0.1,0
N#Cc1ccc(-c2csc(NC(=O)c3ccc(S(=O)(=O)N4CCc5ccccc5C4)cc3)n2)cc1,-15,1,.,.,0.7,3,0.0,4
CO[C@@H]1CC[C@H]2CCOc3c(C#N)cccc3C(=O)N(C)C[C@@H](c3ccccc3)CC(=O)N(C)C[C@H]1O2,-7,16,1,10,-0.1,2,0.0,1
C/C=C/c1ccc(OCCCCN2CCC(C)CC2)c(OC)c1,-4,1,.,.,20,-2,0.3,9
O=C(CSc1nnnn1C1CCCCC1)Nc1ccccc1F,0,2,.,.,6.8,4,0.3,3
Clc1cccc(-c2sc(Nc3ccccc3)n[n+]2-c2ccccc2)c1Cl,.,.,-12,-7,-0.1,.,0.1,.
COc1ccc2c3c([nH]c2c1)[C@@H](CO)N(CC1CCOCC1)CC31CN(C(=O)c2ccc(F)cc2)C1,-46,-6,.,.,-0.3,1,0.3,1
COc1ccc(S(=O)(=O)Nc2cc(C)on2)cc1NC(C)=O,-1,-4,5,-13,23,3,-0.1,.
COc1ccc(-c2n[nH]c(=S)n2-c2ccc(C)cc2)cc1,-7,-17,2,.,.,0,-0.1,2
COc1ccc(C(=O)Nc2ccc(N3CCN(C(C)=O)CC3)cc2)cc1[N+](=O)[O-],1,4,.,.,0.0,-2,0.4,6
O=C(CCc1ccc(O)cc1)NN=Cc1cc(Br)ccc1O,4,7,-4,-14,0.7,-1,0.3,9
Cc1ccc(N(CC(=O)NC(C)(C)C)C(=O)CCC(=O)Nc2nccs2)c(C)c1,-7,-1,-6,2,0.0,0,0.0,-3
CCNC(=O)[C@H]1[C@H](CO)[C@H]2Cn3c(ccc(-c4ccccc4F)c3=O)[C@H]2N1CC,-6,-4,2,0,0.1,0,0.3,3
O=C(C[C@H]1C=C[C@H](NC(=O)Nc2cc(F)ccc2F)[C@H](CO)O1)NCc1ccncn1,-11,-5,2,-2,-0.5,-2,0.1,4
CC(=O)Nc1ccc2c(c1)Cc1c(F)cccc1-2,10,0,10,83*,-0.6,0,-0.1,-6
CN(C)S(=O)(=O)c1ccc(N2CCCC2)c(C(=O)NNC(=O)COc2cccc(F)c2)c1,-3,-2,3,-3,.,1,0.0,4
CC1(C)OCC(N)(CO)CO1,-9,9,3,-3,-0.3,2,0.0,-1
CO[C@H]1CN(C)C(=O)c2ccc(NS(=O)(=O)c3c(C)noc3C)cc2OC[C@H](C)NC[C@@H]1C,4,-4,1,2,0.2,-2,0.3,5
CCn1ccc(C(=O)Nc2ccccc2SC)n1,-11,-4,.,29,.,-3,0.0,-5
C=C1c2cccc(OC)c2O[C@H](C(=O)OCC)[C@@H]1CC(CC)CCCC (stereo partly specified),-16,5,-10,-4,.,.,-0.1,-6
CCCC(=O)Nc1ccc(-c2cnc(-c3ccc(NC(=O)CCC)cc3)nc2)cc1,-7,-9,-4,0,.,1,0.0,-1
O=C(c1ccccc1F)N1CC(=O)N2[C@H](C1)[C@H](c1ccc(C#Cc3ccccc3)cc1)[C@@H]2CO,-9,4,.,.,0.0,2,0.0,-3
COc1ccc2c3c(n(C)c2c1)[C@@H](CO)N(C(=O)C1CCCC1)CC31CCN(C(=O)Nc2cccc(F)c2)CC1,4,0,.,.,0.5,0,0.0,1
CC(C)CC#Cc1cnc2c(c1)C(=O)N([C@@H](C)CO)C[C@@H](C)[C@@H](CN(C)S(=O)(=O)c1ccccc1)O2,10,-3,-7,1,0.0,-1,0.1,6
C[C@H](CO)N1C[C@H](C)[C@@H](CN(C)S(=O)(=O)c2cccs2)Oc2ccc(NS(=O)(=O)c3ccc(F)cc3)cc2C1=O,-10&-4,-4&-4,1,0,-1.2&-0.1,1&-1,-1.2&0.0,-2&4
O=c1[nH][nH]c2c(N=Cc3ccccc3O)ccc(F)c12,-15,0,-28,-1,.,5,.,2
Cc1ccc(S(=O)(=O)NC(=NC(Cc2ccccc2)C(=O)O)c2ccccc2)cc1 (stereo unspecified),-11,1,-15,-3,.,0,-0.1,1
COC(=O)[C@@]1(Cc2ccc(OC)cc2)[C@H]2c3cc(C(=O)N4CCCC4)n(Cc4ccsc4Br)c3C[C@H]2CN1C(=O)c1ccccc1,-18,14,.,.,.,.,0.1,7
COCC(=O)N1CC(=O)N2[C@H](CO)[C@@H](c3ccc(C#Cc4cccc(OC)c4)cc3)[C@@H]2C1,0,-8,.,.,-0.3,1,-0.1,-3
Cc1cc(C)c2oc(C(=O)Nc3nnc(C(C)C)s3)cc(=O)c2c1,-5,1,.,-8,2.0,7,0.1,-5
CCN(c1ccccc1)S(=O)(=O)c1ccc(OC)c(NC(=O)CCc2nc3ccccc3c(=O)[nH]2)c1,-65,-3,-5,4,-1.1,1,-0.1,-2
CCOc1ccc(NC(=O)CCNS(=O)(=O)c2ccc3c(c2)oc(=O)n3C)cc1,-5,-6,1,2,.,3,0.0,-5
CCN(C(=O)CSc1nc2ccc(OC)cc2[nH]1)C1CCS(=O)(=O)C1 (stereo unspecified),-3,3,2,-2,0.2,0,-0.1,-1
Cc1cc(C)c(C(=O)N(C)C2CCCN(Cc3ccccc3F)C2)o1 (stereo unspecified),-38,-9,-2,-2,-0.8,1,0.9,3
COc1ccc2c3c([nH]c2c1)[C@H](CO)N(C(=O)CC1CC1)CC31CCN(C(=O)c2ccccc2)CC1,5,3,.,.,0.5,2,0.0,5
CSCC(=O)NCC1(N(C)Cc2ccccc2)Cc2ccccc2C1,-2,3,6,-5,0.0,-1,0.1,1
OC[C@H]1[C@H]2c3ccccc3NC[C@H]2N1CC1CCCCC1,-4,-8,11,0,-0.1,-2,0.3,4
CC(C)NC(=O)N(C)C[C@H]1OCCCC[C@H](C)Oc2ccc(NS(=O)(=O)c3ccccc3)cc2C(=O)N([C@H](C)CO)C[C@@H]1C,1,17,-4,-3,-0.1,-1,0.2,0
Cc1cnc(C(=O)OC(C)C(=O)Nc2ccccc2-c2ccccc2)cn1 (stereo unspecified),-10,-3,6,4,.,4,0.3,2
C[C@@H]1CN([C@@H](C)CO)C(=O)c2cc(C#Cc3ccccn3)cnc2O[C@H]1CN(C)Cc1ccncc1,-75,24,-7,-4,-0.3,-1,-0.1,-7
